GAA glycogen mod: inhibitors or activators of human alpha-glucosidase glycogen cleavage; P10253; recombinant GAA, glycogen substrate, Amplex Red glucose oxidase fluorescence; Potency, µM (doses to about 76.4 µM), for inactives: top-dose activity change, negative = inhibition, usual class: inhibitors; 300,000 compounds, 0.38% hits; active = well fitted inhibition curve with a large enough effect; inconclusive = small, poorly fitted or top-dose-only effect, or another doubt; inactive = no such curve, though single readings can be large or run the other way;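 note: 0% = full enzyme reaction and -100% = no-enzyme basal signal; the screen sought inhibitors and activators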
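Recombinant enzyme (4 nM final) with compounds titrated up to 77 uM and bovine liver glycogen (30 ug) in citrate pH 5.0, 0.01% Tween-20, 37 C 40 min. Released glucose detected by Amplex Red/glucose oxidase (Ex 573/Em 610); AC50 from Hill fits.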
Numbers without * were called inactive; ? = inconclusive; & = joins results of further samples; [ ] = remark or other dose. Potency is the fitted concentration of half-maximal effect. An excerpt; rates above refer to the full screens.

A first look, 4 compounds:
SMILES	GAA glycogen mod
Cc1ccc(SCC(=O)NNC(=O)c2ccccc2)c(C)c1	4%[76.3 µM]
CCn1cc(C(=O)N[C@H](C(=O)NCCCn2ccnc2)C(C)C)c(=O)c2cc3c(cc21)OCO3	0%[76.3 µM]
CCOc1ccc(C(C)NC(=O)c2ccccc2OCc2c(C)noc2C)cc1OCC (stereo not drawn)	-10%[76.3 µM]
CCOC(=O)N1CCC(NC(=O)CCc2ccccc2)CC1	2%[76.3 µM]

The whole of this part, previewed entries included:
SMILES	GAA glycogen mod
Cc1ccc(SCC(=O)NNC(=O)c2ccccc2)c(C)c1	4%[76.3 µM]
CCn1cc(C(=O)N[C@H](C(=O)NCCCn2ccnc2)C(C)C)c(=O)c2cc3c(cc21)OCO3	0%[76.3 µM]
CCOc1ccc(C(C)NC(=O)c2ccccc2OCc2c(C)noc2C)cc1OCC (stereo not drawn)	-10%[76.3 µM]
CCOC(=O)N1CCC(NC(=O)CCc2ccccc2)CC1	2%[76.3 µM]
O=C(COc1ccccc1Br)Nc1ccc2c(c1)OCCCO2	16%[76.3 µM]
O=C(NCc1ccccc1F)C1CCCN(S(=O)(=O)c2ccc(-n3cnnn3)cc2)C1 (stereo not drawn)	-12%
COc1ccc(S(=O)(=O)N2CCN(C(=O)C3CCCCC3)CC2)cc1	3%
CCOc1ccc(-c2cc(C(=O)NCCCn3ccnc3)c3cc(Br)ccc3n2)cc1	-2%[76.3 µM]
Cc1nn(CCCC(=O)NC(C)c2ccccc2)c(=O)c2nn(-c3ccccc3)c(C)c12 (stereo not drawn)	0%[76.3 µM]
O=C(N/N=C/c1cccnc1)c1ccc2ccccc2c1O	-3%[76.3 µM]
COC(=O)Nc1ccc2c(c1)N(C(=O)CCCl)c1ccccc1S2	1%
Cc1ccc(C)c(C(=O)COC(=O)Cn2c(C)csc2=O)c1	-5%[76.3 µM]
CCN1CCN(S(=O)(=O)c2ccc(S(=O)(=O)NC3CC3)cc2)CC1	-9%
Cc1ccc(NC(=O)Nc2ccon2)cc1Cl	-8%[76.3 µM]
CCN1CCN(C(=O)Cn2nc(C)n3c(cc4c(OC)cccc43)c2=O)CC1	-1%[76.3 µM]
COc1ccccc1OCC(=O)N(Cc1nc(-c2ccccc2)no1)C(C)C	-7%[76.3 µM]
COc1ccc(OC)c(N(CC(=O)NC2CCCCCC2)S(=O)(=O)c2ccc(C)cc2)c1	1%[76.3 µM]
CC(C)c1ccc(OCc2ccc(C(=O)N(C)C)o2)cc1	1%
CCN(CC)CCOC(=O)c1ccc(N/C=C(/C#N)c2nc(-c3cc4ccccc4oc3=O)cs2)cc1	0%
Cc1cc(OCc2cc(C(=O)N(C)Cc3ccccn3)no2)cc(C)c1Cl	-13%[76.3 µM]
COC(=O)c1cc(S(=O)(=O)Nc2ccc(C)c(F)c2)c[nH]1	-7%[76.3 µM]
COc1cc(C(=O)NCCC(=O)N2CCC3(CC2)NCCc2[nH]cnc23)cc(OC)c1OC	-8%[76.3 µM]
CCOc1ccccc1NC(=O)N1CCc2ccccc2C1	-6%[76.3 µM]
COc1ccc(NC(=O)CN(C)C(=O)CCNS(=O)(=O)c2ccc(Br)cc2)cc1	-2%[76.3 µM]
Cc1onc(-c2ccccc2)c1C(=O)N/N=C/c1ccc([N+](=O)[O-])c(O)c1	1%[76.3 µM]

Ordered by count of non-hydrogen atoms (falling): seven of the compounds above
SMILES	GAA glycogen mod
CCN(CC)CCOC(=O)c1ccc(N/C=C(/C#N)c2nc(-c3cc4ccccc4oc3=O)cs2)cc1	0%
CCn1cc(C(=O)N[C@H](C(=O)NCCCn2ccnc2)C(C)C)c(=O)c2cc3c(cc21)OCO3	0%[76.3 µM]
COc1cc(C(=O)NCCC(=O)N2CCC3(CC2)NCCc2[nH]cnc23)cc(OC)c1OC	-8%[76.3 µM]
COc1ccc(OC)c(N(CC(=O)NC2CCCCCC2)S(=O)(=O)c2ccc(C)cc2)c1	1%[76.3 µM]
COc1ccc(S(=O)(=O)N2CCN(C(=O)C3CCCCC3)CC2)cc1	3%
Cc1ccc(SCC(=O)NNC(=O)c2ccccc2)c(C)c1	4%[76.3 µM]
CC(C)c1ccc(OCc2ccc(C(=O)N(C)C)o2)cc1	1%

(listing goes on)
SMILES	GAA glycogen mod
O=C1C(Cl)=C(N2CCCCCC2)C(=O)N1c1ccc(Br)cc1	-2%[76.3 µM]
CCn1c(O)c2ccc(C(=O)N=NC(=O)c3ccccc3)cc2c1O	1%[76.3 µM]
CCC(=O)NC1=C(Nc2ccc(N)cc2)C(=O)c2ccccc2C1=O	?
O=C(CN1C(=O)S/C(=C\c2ccc(F)cc2)C1=O)NC1C=CS(=O)(=O)C1 (stereo not drawn)	-13%[76.3 µM]
COc1ccc(/C=C/C(=O)O)cc1S(=O)(=O)NCc1cccnc1	4%[76.3 µM]
COCCCn1c(C(=O)NC2CCCCC2C)cc2c(=O)n3cccc(C)c3nc21 (stereo not drawn)	3%[76.3 µM]
Cc1nc(NCCc2ccc(F)cc2)c2nnn(Cc3ccccc3)c2n1	-4%[76.3 µM]
CCOCCSc1n[nH]c(=O)n1CCc1ccccc1	6%
O=C(CNC(=O)c1ccco1)NCC(=O)OCC(=O)c1ccc(Cl)c([N+](=O)[O-])c1	-17%[76.3 µM]
O=C(CCCC(=O)N(CC(=O)NC1CCCCC1)c1ccc(F)cc1)Nc1ccccn1	1%
COc1cc(OC)cc(C(=O)NC(C)CNc2ccc(Cl)cc2[N+](=O)[O-])c1 (stereo not drawn)	-12%
COc1ccc(/C=N/n2c(C3CCCCC3)n[nH]c2=S)c(OC)c1	-20%
Cc1onc(-c2ccccc2Cl)c1C(O)c1ccc(F)cc1 (stereo not drawn)	0%
CC1CN(C(=O)CCNC(=O)c2ccc(Cl)cc2)CC(C)O1 (stereo not drawn)	-2%[76.3 µM]
CC(C)CNC(=S)N1CCC(Cc2ccccc2)CC1	-8%[76.3 µM]
COc1cc(C(=O)N/N=C/c2cn(Cc3ccccc3)c3ccccc23)ccc1O	?
COc1ccc(C(=O)Nc2ccc3c(c2)C(=O)N(C)C3=O)cc1OC	0%
Cc1ccc2c(c1)C1(OCCCO1)C(=O)N2CC#N	-2%[76.3 µM]
O=C(CNC(=O)c1ccc(Br)cc1)c1ccc(Br)cc1	-6%[76.3 µM]
O=C(O)C1Oc2cc3ccccc3cc2O1	-4%
Cc1nc2sccn2c(=O)c1S(=O)(=O)N1CCN(c2cccc(Cl)c2)CC1	5%[76.3 µM]
CC(C)C[C@H](NC(=O)c1[nH]cnc1C(=O)N[C@@H](C)C(=O)OCc1ccccc1)C(=O)OC(C)(C)C	-28%[76.3 µM]
O=[N+]([O-])c1ccc2[nH]c(O)c(N=Nc3ccc(F)cc3)c2c1	3%
NC(=O)C1CCN(C(=O)C(=O)c2cn(CC(=O)N3CCCC3)c3ccccc23)CC1	-6%[76.3 µM]
CC1CN(C(=O)/C=C/c2ccc(SC(F)F)cc2)CC(C)O1 (stereo not drawn)	4%

Given as labelled records: 2 of the compounds above
O=C1C(Cl)=C(N2CCCCCC2)C(=O)N1c1ccc(Br)cc1
  GAA glycogen mod = -2%[76.3 µM]

COc1ccc(S(=O)(=O)N2CCN(C(=O)C3CCCCC3)CC2)cc1
  GAA glycogen mod = 3%

Additional results follow.
SMILES	GAA glycogen mod
N/C(=N\OC(=O)c1ccc(Cl)cc1[N+](=O)[O-])c1ccccn1	-1%[76.3 µM]
O=[N+]([O-])c1ccc(O)c(CN2CCCCCC2)c1	-18%[76.3 µM]
COc1ccc2c(c1)CC(C(=O)Nc1ccc(Cl)cc1)/C(=N/O)O2 (stereo not drawn)	2%
CS(=O)(=O)Nc1ccc(C(=O)N2CC(=O)Nc3ccccc32)cc1	-8%[76.3 µM]
CCOc1ccc(C(=O)NCC2CCN(CC3CCCCC3)CC2)cc1	5%[76.3 µM]
Cc1ccc(CS(=O)(=O)Cc2ccc(C(=O)NCCc3ccccc3)o2)cc1	5%[76.3 µM]
CC1CN=C(NC(=O)c2cccc([N+](=O)[O-])c2)S1 (stereo not drawn)	-9%[76.3 µM]
OCC[C@@H]1C[C@@H](O)[C@H](O)[C@]2(CCCc3ccccc3O2)O1	-5%[76.3 µM]
O=c1[nH]c(C2CCN(S(=O)(=O)Cc3ccccc3)CC2)nc2c1nnn2Cc1cccc(Cl)c1	3%
COc1cccc(-c2nc(CS(=O)(=O)CC(=O)Nc3ccc(F)cc3F)c(C)o2)c1	-2%[76.3 µM]
COc1ccc(-c2cc(C)no2)cc1S(=O)(=O)N1CC(=O)Nc2ccccc21	-10%[76.3 µM]
CCn1c(=S)sc2c(=O)n(CC(=O)Nc3cccc(Br)c3)c(C)nc21	-8%[76.3 µM]
Cc1ccc(OCC(O)CNCc2ccc(F)cc2)cc1 (stereo not drawn)	2%
[S-]c1nnc(-c2ccc(Br)cc2)n1-c1ccccc1.[Zn+2]	11%[76.3 µM]
O=C(CN(Cc1ccccc1Cl)C(=O)c1csnn1)NCc1ccccc1	5%
COc1ccc(CNC(=O)C2CCCN(S(=O)(=O)N3CC(C)CC(C)C3)C2)c(OC)c1 (stereo not drawn)	-17%[76.3 µM]
Cc1cccc(C)c1N(CC(=O)NCc1ccco1)C(=O)CNS(=O)(=O)c1ccc(F)cc1	-8%
COc1ccc(-c2cc(C(=O)N3CCN(c4ccccc4O)CC3)c3ccccc3n2)cc1OC	0%[76.3 µM]
COC(=O)Cn1c(C)c(/C=C/c2cc[n+](C)cc2)c2ccccc21	-4%[76.3 µM]
CCc1nnc(NS(=O)(=O)c2ccc(NCc3cc(Cl)cc(Cl)c3O)cc2)s1	-3%[76.3 µM]
Cc1ccc(C(=O)NCCCNC(=O)c2ccc(C)nc2)cc1	-8%[76.3 µM]
CCCCC(C(=O)NC(C)c1ccccc1)C(=O)NC(C)c1ccccc1 (stereo not drawn)	3%
Cc1ccc(/C=N/NC(=O)c2nnn(-c3nonc3N)c2CN(C)C2CCCCC2)cc1	-7%[76.3 µM]
CCN1C(=NCCc2ccccn2)N[C@@H](c2cccc(F)c2)C(C(=O)OC)=C1C	1%&5%[76.3 µM]
N#C/C(=C(/O)c1ccc(Br)s1)c1nc2ccccc2[nH]1	-6%[76.3 µM]

Remaining list, next part
SMILES	GAA glycogen mod
N#Cc1cc(Nc2c(N)nc[nH]c2=O)c([N+](=O)[O-])cc1C#N	1%
CCOC(=O)N1CCN(S(=O)(=O)c2ccc(C(=O)N(CCN(C)C)c3nc4c(C)cccc4s3)cc2)CC1	-3%[76.3 µM]
CC(=O)N(C)c1ccc(NCc2cc(=O)oc3cc(C)c(O)cc23)cc1	-4%
COc1ccc2c(ccc[n+]2CC(=O)c2ccccc2)c1	-12%[76.3 µM]
COC(=O)C1(C)CC1(c1ccccc1)c1ccccc1 (stereo not drawn)	0%
Cc1cc(Br)ccc1NC(=O)CN1CCN(c2ccccn2)CC1	-1%
O=C(O)c1cc(OCc2ccccc2)cc(OCc2ccccc2)c1	5%
CN(C)c1ccc(CNc2ncnc3sccc23)cc1	-6%
O=[N+]([O-])c1cccc2ccc(N3CCOCC3)nc12	-1%[76.3 µM]
COc1cc(NC(=O)Cn2cnc(S(=O)(=O)N3CCOCC3)c2)cc(OC)c1OC	4%[76.3 µM]
Cc1ccc(C(=O)Nc2cccnc2Cl)cc1Cl	-10%[76.3 µM]
O=C(COc1ccc(Cl)cc1)Nc1ccc(NC(=O)c2ccco2)cc1	1%
CN(C)S(=O)(=O)c1cccc(NC(=O)Cc2ccc(-c3ccccc3)cc2)c1	6%[76.3 µM]
CCn1cc(C(=O)N[C@H](C(=O)NCCCN2CCOCC2)C(C)C)c(=O)c2cc3c(cc21)OCO3	0%[76.3 µM]
O=C1OC2(CCCCC2)CC2=C1C1O[C@](c3ccsc3)(Cc3ccccc31)O2	12%[15.3 µM]
COc1cccc(OC)c1OCCCCCCN1CCN(C)CC1	2%
CC(C)CC(=O)N1CCN(Cc2ccccc2Br)CC1	13%[76.3 µM]
CN1CCN(C(=O)Cn2ncc3c([nH]c4ccccc43)c2=O)CC1	-5%[76.3 µM]
Cc1cc(C(=O)Nc2ccccc2C(=O)O)ccc1NC(=O)COc1ccccc1Cl	-11%[76.3 µM]
COc1ccc(NS(=O)(=O)c2cc(N)ccc2N2CCOCC2)cc1	-8%
CCOc1ccc(C(=O)Nc2ccc(C(=O)N3CCOCC3)cc2)c(OCC)c1	4%[76.3 µM]
COc1cccc(C2NC(=O)CCC2[N+](=O)[O-])c1 (stereo not drawn)	2%
O=[N+]([O-])c1cc([N+](=O)[O-])c(Oc2ccc(F)cc2)cc1NN1CCCCC1	21%[76.3 µM]
COc1cccc(CNC(=O)CCC(=O)n2ncc3cc(C)ccc32)c1OC	-6%[76.3 µM]
COC1CCN(C(=O)c2ccc3oc(Cc4ccc(Cl)cc4)nc3c2)CC1	-3%[76.3 µM]

(listing goes on)
SMILES	GAA glycogen mod
O=C1CSC(=S)N1/N=C/c1ccc2c(c1)OCCO2	5%
COc1ccc(Oc2c(C(F)(F)F)oc3cc(OCC(=O)O)ccc3c2=O)cc1	1%
CC(=O)c1c[nH]c(C(=O)NCc2cccc(C(F)(F)F)c2)c1	-3%
CCOc1ccc2ccccc2c1C1NC(=O)N(C)C(C)=C1C(=O)OCCOC (stereo not drawn)	-3%[76.3 µM]
COc1ccc(S(=O)(=O)NC2CCCCC2)cc1C(=O)N1CCCCC1	-7%[76.3 µM]
CSCC[C@H](NC(=O)C1CCN(C(=O)[C@@H](N)Cc2ccccc2)CC1)C(=O)O	8%
COc1ccc(C(=O)N2CCNC(=O)C2CC(=O)Nc2cccc(Cl)c2Cl)cc1 (stereo not drawn)	1%[76.3 µM]
CC(=O)Nc1ccc(S(=O)(=O)NNC(=O)CCc2ccccc2)cc1	0%
CN(C)S(=O)(=O)c1ccc2c(c1)Cc1cc(S(=O)(=O)N(C)C)ccc1-2	-3%
O=C(COc1ccc2c3c(c(=O)oc2c1)CCC3)N1CCCC1	3%
CC(=O)Nc1ccc(OCCOc2ccc(/C=C3\C(=N)N4N=C(C)SC4=NC3=O)cc2)cc1	0%
Cc1ccc(C2=NN(C(=O)c3ccccc3F)C(c3ccccc3F)C2)cc1 (stereo not drawn)	-3%
